CHX counter: affects cycloheximide protein synthesis inhibition readout, counter-screen; cell reporter, cycloheximide protein synthesis inhibition counterscreen; max response, %; 12% of 300,000 active; in the data active = max response mostly above about 13%, no sharp cut-off; inactive = mostly below about 14%; note: read at 38.3 µM for the half of the compounds with a filed dose; 0% is about no effect
Pf growth 96h: P. falciparum growth inhibition at 96 hours; P. falciparum luciferase reporter growth, 96 h; Potency, µM (series often up to 28.7 µM), inactives show at the highest dose activity change, negative = inhibition, actives largely listed as inhibitors; 6.9% of 320,000 active; AID 504834; note: potency is the fitted concentration of half-maximal effect; % is set by controls: 0 for no effect and ±100 for the full control effect
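96 h incubation, 37 C, 5% CO2, of luciferase-reporter P. falciparum-infected RBCs (2% hematocrit, 0.05% parasitemia final) with test compounds; endpoint luminescence.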
Shiga toxin inh: Shiga toxin inhibition; Vero cells, Shiga toxin protein synthesis inhibition reporter; inhibition, % at 38.7 µM; 9.2% of 290,000 active; AID 2315; in the data active = inhibition mostly above about 28%, no sharp cut-off; inactive = mostly below about 43%; note: 0% is about no effect
FBPA Giardia inh: blocks Giardia fructose-bisphosphate aldolase activity; AID 2451; purified Giardia FBPA; 0.71% of 290,000 active; Potency, µM (top dose mostly 59.6 µM), for inactives: top-dose activity, negative = inhibition, usual class: inhibitors; note: potency is the fitted concentration of half-maximal effect; % is set by controls: 0 for no effect and ±100 for the full control effect; nearly all actives have a fitted effect of over 55% in size
Target sequence (A8B2U2 whole entry, looked up): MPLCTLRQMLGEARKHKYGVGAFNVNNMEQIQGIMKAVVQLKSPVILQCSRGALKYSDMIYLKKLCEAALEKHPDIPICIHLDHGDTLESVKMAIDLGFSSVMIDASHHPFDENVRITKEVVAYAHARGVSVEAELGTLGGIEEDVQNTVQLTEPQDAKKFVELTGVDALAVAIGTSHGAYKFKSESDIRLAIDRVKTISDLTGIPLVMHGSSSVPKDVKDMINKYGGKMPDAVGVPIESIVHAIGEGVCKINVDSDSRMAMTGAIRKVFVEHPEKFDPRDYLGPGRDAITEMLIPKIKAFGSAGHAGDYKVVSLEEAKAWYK
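40 nM FBPA preincubated 10 min at RT with compound (up to 57.5 uM final), then substrate plus GAPDH/TPI/NAD/arsenate coupling and diaphorase/resazurin added. Fluorescence read after 20 min at RT, 525/598 nm.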
Pf growth 48h: inhibits P. falciparum growth in the first generation, 48 h. P. falciparum luciferase growth in erythrocytes, 48 h. Potency, µM (series often up to 28.7 µM), for the others: top-dose activity change, negative = inhibition, actives largely listed as inhibitors. 5.9% of 310,000 active. AID 504832; note: potency is the fitted concentration of half-maximal effect; % is set by controls: 0 for no effect and ±100 for the full control effect
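Cell-based growth assay: transgenic P. falciparum expressing firefly luciferase, cultured in red cells within RPMI 1640 containing 0.5% w/v Albumax, 24 mM bicarbonate and gentamycin. A drop in luciferase activity indicates inhibition.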
HCV inhibitor: blocks hepatitis C virus; Huh7.5.1 HCVcc-Cre infection, luciferase reporter, 44 h; Potency, µM (top dose mostly 41.8 µM), for the others: at the top dose activity change, negative = inhibition, hits mostly inhibitors; 3.4% of 340,000 active; AID 651820; note: potency is the fitted concentration of half-maximal effect; % is set by controls: 0 for no effect and ±100 for the full control effect
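Infectious HCVcc-Cre (~0.5 moi) was added to cells just after compound, with cells seeded 4 h earlier at 1,000 per well. Luciferase activity after 44 h culture reported infection; substrate was incubated 15 min at room temperature before reading.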
The depositor's hits bear a star; ? = inconclusive; / = not tested or not shown; + = active, no number; [ ] = remark or other dose. Unless noted, calls come from the whole dose curve; as a rule, active = well fitted curve in the direction sought with a large enough effect; inconclusive = small, poorly fitted or top-dose-only effect, or another doubt; inactive = no such curve, though single readings can be large; an effect the other way counts as inactive or inconclusive.

mol | CHX counter | Pf growth 96h | Shiga toxin inh | FBPA Giardia inh | Pf growth 48h | HCV inhibitor
Cc1ccccc1NC(=O)Cc1nc(COC(=O)c2cccc([N+](=O)[O-])c2)cs1 | 1 | 4.1µM* | -3 | / | -9% | -8%
O=C(CSc1nc2ccccc2c(=O)n1Cc1ccco1)c1ccccc1 | 24* | 0% | 52 | 6% | -19% | ?
c1ccc2c(CN3CCOCC3)c[nH]c2c1 | -4 | ? | 10 | -1% | 6% | 4%
COc1ccccc1CNC(=O)C(C)Sc1ccsc1[N+](=O)[O-] (stereo unspecified) | 14 | -14% | 11 | 0% | ? | -22%
Cc1ccc(C(=O)N2CCC(C)CC2)cc1C | 17* | 0% | 35* | 3% | 28% | 10%
Cc1cc(O)c(-c2cc(O)c(C)cc2O)cc1O | 10* | -15% | 11 | 16µM* | ? | ?
O=C(NCc1ccncc1)C(=O)Nc1nc2ccccc2s1 | 42* | 202%[activator] | 52* | -9% | 39%[activator] | -4%
COc1ccc(OC)c(N(C(=O)c2snc(C(N)=O)c2N)C(C(=O)NCc2ccccc2)c2ccc(O)cc2)c1 (stereo unspecified) | -3 | 13µM* | 1 | 0% | 10µM* | ?
CN(CC(=O)Nc1c(Cl)cccc1Cl)C(=O)Cc1ccc(S(=O)(=O)N2CCOCC2)s1 | -2 | 3% | -8 | / | 8% | 6%
COc1ccc(-c2nc3ccccc3nc2-c2ccccc2)cc1 | -2 | 5% | -11 | 1% | ? | -30%
Cc1ccsc1C(=O)Nc1ccccc1N1CCCC1 | / | ? | / | / | ? | -17%
O=C(CN(Cc1ccccc1)S(=O)(=O)c1ccccc1)N/N=C/c1ccccc1[N+](=O)[O-] | -1 | -87% | -15 | -12% | ? | ?
CCCn1c(=O)[nH]c(=O)c2c1nc(-c1ccc(OC(F)F)cc1)n2CCN1CCOCC1 | 2 | / | 17 | 2% | 1% | 3%
CCCOc1cccc(-c2nnc(NC(=O)c3ccco3)s2)c1 | 15 | ? | 18 | / | 0% | -8%
CC1(C)CC(=O)C(C=NCCN2CCN(CC(=O)Nc3ccccc3)CC2)=C(O)C1 | -5 | -2% | -2 | 1% | 31%[activator] | -1%
CCOc1ccc(NS(=O)(=O)c2cc3c4c(c2)C(C)C(=O)N4CCC3)cc1 (stereo unspecified) | 0 | -3% | -9 | / | -24% | -4%
Cc1ccccc1CC(=O)Nc1ccc(S(=O)(=O)N2CCN(C)CC2)cc1 | 5 | ? | -37 | / | -7% | 30%[activator]
COc1ccc(OC)c(-n2nnnc2SCC(=O)Nc2cc(C)ccc2OC)c1 | -3 | ? | 3 | 0% | ? | ?
COc1ccc(C(=O)Nc2ccc3c4c(cccc24)CC3)cc1 | 32* | 61%[activator] | 73 | -17% | 10% | ?
O=C(NNC(=O)C1C2C=CC(C2)C1C(=O)O)c1cc(Cl)ccc1O (stereo unspecified) | 19* | -14% | 21 | / | 10% | 0%
CCc1cccc(CC)c1N1C(=O)c2cc(N3CCOCC3)c([N+](=O)[O-])cc2C1=O | -5 | 11% | 8 | -7% | 15% | 17%
CC(C)(C)c1cccc(/C=N/O)c1O | -3 | 15% | -6 | -5% | 15% | -16%
O=C(NCCCn1ccnc1)c1ccc(Br)c(S(=O)(=O)N2CCOCC2)c1 | 0 | ? | -8 | / | ? | 12%
CCOc1ccc(Oc2ccc(-c3nnc(-c4ccccc4)o3)cc2[N+](=O)[O-])cc1 | 13 | 32%[activator] | 32 | 0% | ? | 6%
O=C(COc1ccc(Cl)cc1)Nc1nnc(S(=O)(=O)N2CCCCCC2)s1 | -1 | 53%[activator] | -3 | -3% | 65%[activator] | 18%
O=C(CN1CCCC1=O)NC1C2CC3CC(C2)CC1C3 (stereo unspecified) | 3 | -2% | -6 | 0% | -5% | 4%
CCN(CC)CCN1C(=O)C(=O)/C(=C(/O)c2ccc(F)cc2)C1c1ccncc1 (stereo unspecified) | -9 | -10% | -14 | 4% | 12% | -4%
O=S(=O)(Nc1cccc(-c2ccc(N3CCOCC3)nn2)c1)c1cc(Cl)ccc1Cl | / | 27% | / | / | 28% | 3%
O=C(O)CNC(=O)/C=C/c1ccc(Cl)cc1Cl | -1 | ? | 28 | 13% | 22% | 18%
CCN(CC)CCCN1C=C2C(=O)C(C)(OC(=O)C3CCCC3)C(=O)C=C2C=C1c1ccsc1 (stereo unspecified) | -3 | ? | 21 | ? | 10µM* | 3%

Quoted at random: 6 entries already listed.
mol | CHX counter | Pf growth 96h | Shiga toxin inh | FBPA Giardia inh | Pf growth 48h | HCV inhibitor
CCN(CC)CCCN1C=C2C(=O)C(C)(OC(=O)C3CCCC3)C(=O)C=C2C=C1c1ccsc1 (stereo unspecified) | -3 | ? | 21 | ? | 10µM* | 3%
CCN(CC)CCN1C(=O)C(=O)/C(=C(/O)c2ccc(F)cc2)C1c1ccncc1 (stereo unspecified) | -9 | -10% | -14 | 4% | 12% | -4%
O=C(NCCCn1ccnc1)c1ccc(Br)c(S(=O)(=O)N2CCOCC2)c1 | 0 | ? | -8 | / | ? | 12%
O=C(COc1ccc(Cl)cc1)Nc1nnc(S(=O)(=O)N2CCCCCC2)s1 | -1 | 53%[activator] | -3 | -3% | 65%[activator] | 18%
CCOc1ccc(Oc2ccc(-c3nnc(-c4ccccc4)o3)cc2[N+](=O)[O-])cc1 | 13 | 32%[activator] | 32 | 0% | ? | 6%
O=C(CN1CCCC1=O)NC1C2CC3CC(C2)CC1C3 (stereo unspecified) | 3 | -2% | -6 | 0% | -5% | 4%

Next records follow.
mol | CHX counter | Pf growth 96h | Shiga toxin inh | FBPA Giardia inh | Pf growth 48h | HCV inhibitor
COc1ccc(NC(=O)N2CCN(S(C)(=O)=O)CC2)cc1 | -3 | -39%[5.75 µM] | 9 | 2% | 0% | 5%
CS(=O)(=O)c1ccc(S(=O)CC(=O)OCc2ccccc2)c([N+](=O)[O-])c1 (stereo unspecified) | 11* | ? | 17 | ? | -17%[5.75 µM] | ?
Cc1cc(C)c(NC(=O)C2=COCCO2)c(C)c1 | / | 90%[activator] | / | / | 46%[activator] | 11%
O=C(CSc1nnc(NC(=O)c2c(F)cccc2F)s1)Nc1ccccc1F | 6 | 40%[activator] | 7 | -2% | 20% | 6%
NS(=O)(=O)c1ccc(CCNC(=O)c2ccncc2)cc1 | -2 | 34%[activator] | 3 | 9% | 21% | 11%
COC(=O)c1ccc(Sc2ccccn2)c([N+](=O)[O-])c1 | 11 | ? | -8 | -5% | 14% | 6%
CCN(CC)CCN(Cc1cc2cc(C)ccc2[nH]c1=O)C(=S)NCc1ccco1 | 6 | ? | -2 | -25% | 6.6µM* | ?
Fc1ccc(-n2nnnc2-c2cnc(-c3cccs3)nc2C(F)(F)F)cc1 | -2 | 5.2µM* | 19 | -11% | ? | 10µM*
COc1ccccc1NC1C=CS(=O)(=O)C1 (stereo unspecified) | -1 | 16% | -1 | 6% | -22% | 21%
COc1cc(-c2nc3n(n2)C(c2ccncc2)C(C(N)=O)=C(C)N3)cc(OC)c1OC (stereo unspecified) | -3 | -6% | -11 | 1% | 21% | 7%
N#Cc1ccc(NC(=O)COC(=O)CSc2nnc(-c3ccc(Cl)cc3)o2)cc1 | 0 | 6% | -7 | 0% | 6% | -7%
Cc1nc2cc(NC(=O)C3COc4ccccc4O3)ccc2s1 (stereo unspecified) | 61* | 38%[activator] | 54* | 2% | 114%[activator] | 11%
O=[N+]([O-])c1ccc(N2CCNCC2)cc1N1CCCCCC1 | 6 | 46%[activator] | 6 | -5% | -25% | ?
CCCNC(=O)CN1C(=O)NC(c2ccccc2)(c2ccccc2)C1=O | -5 | 13% | -10 | 6% | 11% | -29%
CC1(C)CC(NC(=O)c2ccc(Cl)c(S(=O)(=O)N(Cc3ccccc3)c3ccccc3)c2)CC(C)(C)N1 | / | 7.4µM* | / | / | 5.2µM* | ?
CCCCN(C)CCNC(=O)c1c[nH]c2ccc(S(=O)(=O)N(CC)CC)cc2c1=O | -1 | -19% | 19 | 9% | 3.7µM* | 9%
O=C(NCc1ccco1)c1nc(-c2ccc(F)cc2)no1 | 8 | ? | 41* | 0% | -4% | 13%
COc1cc(C(=O)Nc2ccc(C)c(S(=O)(=O)N(C)C)c2)ccc1OCC(=O)N1CCOCC1 | / | 14% | / | / | -14% | ?
CCOc1ccccc1CN1CCNC(=O)C1CC(=O)N(C)Cc1nonc1C (stereo unspecified) | -1 | ? | 5 | / | -10% | 18%
c1ccc2c(c1)nnn2-c1ncnc2sc3c(c12)CCCC3 | 14* | 3.3µM* | 28 | 13% | 0% | /
CCC1(C)NC(=O)N(CC(=O)NCC(=O)Nc2c(C)cc(C)cc2C)C1=O (stereo unspecified) | / | -8% | / | / | -24% | 8%
CSc1nncn1/N=C/c1ccc2c(c1)OCO2 | 16 | ? | -1 | 4% | -10% | 1%
Cc1cccc(NS(=O)(=O)c2ccccc2)n1 | -6 | 1% | -6 | 0% | 1% | 9%
CCOC(=O)c1cc(C#N)c(N2CCN(c3ccc(OC)cc3)CC2)[nH]c1=O | -4 | -8% | -9 | 24% | -15% | -7%
O=C(Nc1ccc(Cl)cc1C(=O)NCCN1CCOCC1)c1ccco1 | -1 | 125%[activator] | 2 | -2% | -2% | 13%
CCCn1c(C)cc(/C=C(\C#N)C(=O)OCC(=O)Nc2cc(OC)c(OC)c(OC)c2)c1C | 32* | 88%[activator] | 33* | -4% | 68%[activator] | ?
Cc1ccc(-n2c(C)cc3c2CCCC3=O)cc1 | -4 | -1% | -8 | -13% | 10µM* | 3%
CCOC(=O)c1c(N2CCCCC2)c2ccccc2[nH]c1=O | -1 | / | -1 | 4% | 1% | 0%
CCOC(=O)Cn1c(=O)oc2cc(S(=O)(=O)N3CCn4c3nc3ccccc34)ccc21 | -2 | 15µM* | 7 | 4% | -11% | 0%
CCC(C)(C)NC(=O)C(c1cccc(OC)c1OC)N(Cc1ccccc1)C(=O)CCC(=O)Nc1cc(C)on1 (stereo unspecified) | -4 | 21% | -10 | 1% | ? | 10%

Shown with values under each structure: part of the list above.
Every second line gives: CHX counter, Pf growth 96h, Shiga toxin inh, FBPA Giardia inh, Pf growth 48h, HCV inhibitor
CCC1(C)NC(=O)N(CC(=O)NCC(=O)Nc2c(C)cc(C)cc2C)C1=O (stereo unspecified)
    /, -8%, /, /, -24%, 8%
CSc1nncn1/N=C/c1ccc2c(c1)OCO2
    16, ?, -1, 4%, -10%, 1%

Further compounds
mol | CHX counter | Pf growth 96h | Shiga toxin inh | FBPA Giardia inh | Pf growth 48h | HCV inhibitor
Cc1[nH]c2ccc(OCc3ccccc3)cc2c1CCN | -5 | ? | -6 | -17% | -30% | -28%
Cc1cc2nc(C)c3c(n2n1)CCC3 | -12 | -27% | -4 | 3% | 9% | 15%
Cc1cc(=O)cc(C)n1-c1ccc(Br)cc1 | -8 | 0% | -10 | 0% | -47% | 6%
Cc1cccc(C(C)C)c1NC(=O)C(C)OC(=O)Cn1cnc2c1c(=O)n(C)c(=O)n2C (stereo unspecified) | / | 23% | / | / | 47%[activator] | 4%
COC(=O)[C@@H]1OC(c2ccccc2)O[C@H]1C(=O)OC | -6 | / | -3 | 7% | / | /
Cc1csc(NC(=O)c2cc3c(s2)-c2ccccc2OC3)n1 | 59* | 134%[activator] | + | 1% | ? | 11µM*
COc1ccc(N2C(=O)C3CCCN3C2c2cccc(Br)c2)cc1 (stereo unspecified) | -1 | -22% | 18 | 3% | / | 11%
O=C(NCCO)C(=O)Nc1cc2c3c(c1)CC(=O)N3CCC2 | 7 | 55%[activator] | 9 | 12% | 60% | 9%
COC(=O)CNC(=O)c1nn(-c2cccc(OC)c2)c(=O)c2ccccc12 | -2 | 10% | -7 | 6% | 5% | -12%
c1ccc(C[C@H]2CN=C(Nc3ccccc3)N2CCC2CCCC2)cc1 | / | ? | / | / | ? | ?
COCCN1CC(=O)N(c2cccc(C)c2C)C(c2ccc(Cl)cc2)C1=O (stereo unspecified) | -2 | 15% | -8 | 5% | -4% | 8%

Assay outcomes (PubChem)
